Screens: PubChem BioAssay, National Center for Advancing Translational Sciences (NCATS)
FLuc counter: firefly luciferase modulation, counter-screen for miR-21 project. P08659. purified FLuc, Km substrates, luminescence inhibition. Potency, µM (highest dose often 57.5 µM), for the others: at the top dose activity change, negative = inhibition, actives largely listed as inhibitors. hit rate 6.9% among 360,000. AID 588342;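 note: plate controls were vehicle for no effect and reference inhibitor for full effect; nearly all actives have a fitted effect of over 55% in size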
Target sequence (P08659 whole entry, looked up): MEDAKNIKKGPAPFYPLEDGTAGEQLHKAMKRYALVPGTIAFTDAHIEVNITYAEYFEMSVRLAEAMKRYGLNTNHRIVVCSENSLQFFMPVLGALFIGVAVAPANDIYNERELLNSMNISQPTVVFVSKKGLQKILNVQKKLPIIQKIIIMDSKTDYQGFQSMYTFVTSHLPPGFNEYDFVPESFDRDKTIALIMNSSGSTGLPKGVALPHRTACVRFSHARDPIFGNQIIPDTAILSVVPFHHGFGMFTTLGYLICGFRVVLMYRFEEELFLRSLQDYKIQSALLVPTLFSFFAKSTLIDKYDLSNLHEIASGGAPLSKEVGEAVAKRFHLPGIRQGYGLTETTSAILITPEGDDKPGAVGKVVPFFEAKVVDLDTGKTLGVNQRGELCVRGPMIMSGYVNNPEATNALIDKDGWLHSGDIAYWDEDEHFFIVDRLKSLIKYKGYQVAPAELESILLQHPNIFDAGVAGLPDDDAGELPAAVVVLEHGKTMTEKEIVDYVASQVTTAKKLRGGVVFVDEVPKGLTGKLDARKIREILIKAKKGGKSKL
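Biochemical qHTS of compounds, final roughly 60 µM downward over six points, against 10 nM purified firefly luciferase using Km concentrations of substrates (10 uM D-luciferin, 10 uM ATP) in Tris acetate pH 7.5 buffer; luminescence output.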
uPA generation: blocks generation of uPA at the cell surface | cell surface uPA generation assay, qHTS | hit rate 0.31% among 330,000 | Potency, µM (top dose mostly 38.3 µM), inactives show at the top dose activity change, negative = inhibition, actives largely listed as inhibitors; active = well fitted inhibition curve with a large enough effect; inconclusive = small, poorly fitted or top-dose-only effect; inactive = no such curve, though single readings can be large or run the other way; tested in mouse RAW 264.7 cells; note: % is set by controls: 0 for no effect and ±100 for the full control effect; nearly all actives have a fitted effect of over 55% in size
NPC1 prom act: activators of NPC1 promoter; Potency, µM (highest dose often 9.22 µM), without a hit: at the highest dose activation, actives largely listed as activators; hit rate 2.4% among 320,000; Huh7 NPC1 promoter luciferase reporter, 24 h;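 note: % of control where 0% means no effect; nearly all actives have a fitted effect of over 60% in size; reporter is driven by a mutant NPC1 promoter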
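Stable NPC1-promoter luciferase Huh7 line; cpd (DMSO) 24 h, 37 °C, 5% CO2; Amplite luciferase reagent 10 min RT; luminescence readout. qHTS format.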
ELG1 genotox: induces genotoxicity in HEK293T cells with luciferase-tagged ELG1 | HEK293T ELG1-luciferase reporter, luminescence, 16 h | Potency, µM (top dose mostly 46 µM), for inactives: at the top dose activity change, positive = activation, usual class: activators | hit rate 1.3% among 330,000; note: % of control where 0% means no effect; nearly all actives have a fitted effect of over 60% in size
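Cells (2,000/well) expressing the ELG1-luciferase fusion are dosed by pin tool and kept 16 hr at 37 °C, 5% CO2. Signal comes from ONE-Glo luciferase reagent after 30 min at room temperature.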
RORgamma inh: ROR gamma (mouse) transcription inhibition; Drosophila S2 Gal4-RORgamma UAS-luciferase reporter, 20 h; Potency, µM (doses to about 53.6 µM), for the others: at the highest dose activity change, negative = inhibition, usual class: inhibitors; hit rate 5.4% among 310,000; AID 2551; note: % is set by controls: 0 for no effect and ±100 for the full control effect; nearly all actives have a fitted effect of over 60% in size
Target sequence (P51450 whole entry, looked up, the tested form may be a part): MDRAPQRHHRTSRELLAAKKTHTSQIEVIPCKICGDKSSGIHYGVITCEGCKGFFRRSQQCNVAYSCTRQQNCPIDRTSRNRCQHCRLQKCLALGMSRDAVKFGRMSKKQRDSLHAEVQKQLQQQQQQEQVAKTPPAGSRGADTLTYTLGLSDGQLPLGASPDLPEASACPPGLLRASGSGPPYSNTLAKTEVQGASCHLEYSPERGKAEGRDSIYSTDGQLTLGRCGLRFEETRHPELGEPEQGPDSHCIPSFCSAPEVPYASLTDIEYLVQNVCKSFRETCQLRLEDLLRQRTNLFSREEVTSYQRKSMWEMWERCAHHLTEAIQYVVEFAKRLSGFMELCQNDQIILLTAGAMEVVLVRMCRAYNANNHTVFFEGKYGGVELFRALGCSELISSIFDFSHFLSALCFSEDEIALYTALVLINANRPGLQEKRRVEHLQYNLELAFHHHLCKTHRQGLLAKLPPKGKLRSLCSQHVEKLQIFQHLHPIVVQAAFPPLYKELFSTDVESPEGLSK
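Compounds are pin-transferred onto Drosophila Schneider cells expressing a copper-inducible Gal4–ROR gamma transactivation domain fusion. After 1 hr, copper sulfate is added to 700 uM final; luciferase is read 20 hr later.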
Rab9 prom act: activates the Rab9 promoter; Huh7 Rab9 promoter-luciferase reporter, luminescence, 24 h; Potency, µM (doses to about 9.22 µM), for the others: at the highest dose activation, negative = inhibition, most hits filed as activators; hit rate 2.8% among 320,000; note: % of control where 0% means no effect; nearly all actives have a fitted effect of over 60% in size
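Luminescence from Amplite-detected luciferase (10 minutes, ambient) reports Rab9 promoter activation. Before that, stable Rab9-luciferase Huh7 cells (1500/well, reduced-serum OP-MEM I plus 10% FBS) were exposed to compound for 24 hours at 37C.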
MBNL1-CUG inh: blocks human MBNL1 binding to CUG repeat RNA. TR-FRET MBNL1-His/biotin-(CUG)12 binding, 665/545 ratio. hit rate 0.036% among 280,000. Potency, µM (series often up to 57.5 µM), for the others: top-dose activity change, negative = inhibition, hits mostly inhibitors. Q9NR56; active = well fitted inhibition curve with a large enough effect in the signal ratio, with a control signal flat, not every such curve was filed as active; inconclusive = small, poorly fitted or top-dose-only effect, or effect the other way, or a change in a side signal; inactive = no such curve, though single readings can be large or run the other way; the % refers to the signal ratio; note: % is set by controls: 0 for no effect and ±100 for the full control effect
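Compounds (final 92 nM to 58 uM) are added to His-tagged MBNL1 and biotin-(CUG)12, then terbium anti-His antibody and streptavidin-XL665 (5 nM final). After 60 min at room temperature, the 665/545 nm ratio is read.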
BRCA1 expr act: BRCA1 expression activation; MCF7-BRCA1-FFLuc reporter, luminescence, 48 h; response scale: scaled: vehicle 0%, 10 µM genistein 100%; AID 624202; hit rate 1.1% among 380,000; Potency, µM (top dose mostly 46.1 µM), without a hit: at the top dose activation, most hits filed as activators; note: nearly all actives have a fitted effect of over 80% in size; some results filed as inactive show a strong effect at the top dose
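48 h compound treatment of MCF7-BRCA1-FFLuc cells (phenol-red free MEM, 37 °C), then 15 min with luciferase substrate and luminescence imaging.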
p53 reactivator: re-activators of mutant p53; Potency, µM (highest dose often 92.2 µM), without a hit: at the highest dose activity change, positive = activation, most hits filed as activators; H1299 p53-A138V BP100-luciferase reporter, luminescence, 24 h; hit rate 0.063% among 320,000; AID 504706; note: % of control where 0% means no effect; nearly all actives have a fitted effect of over 45% in size
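H1299 (p53-null), stable ts p53-A138V + BP100-Luc; 1000 cells/well, Opti-MEM/10% FBS; cpd 4 pt, 1:5; 24 h, 37 deg C, 5% CO2; detection reagent 10 min RT; luminescence.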
Gal4-VP16 FLuc: counter-screen for ROR gamma inhibitors: Gal4-VP16 reporter; Drosophila S2 Gal4-VP16 UAS-luciferase, luminescence, 20 h; hit rate 3.5% among 310,000; Potency, µM (highest dose often 53.6 µM), for inactives: at the highest dose activity, negative = inhibition, usual class: inhibitors;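 note: Gal4-VP16 expression switched on by copper sulfate through the metallothionein promoter; % is set by controls: 0 for no effect and ±100 for the full control effect; nearly all actives have a fitted effect of over 50% in size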
Starred values were filed as active, the others as inactive; ? = inconclusive; . = not tested or not shown; [ ] = remark or other dose. Unless noted, calls come from the whole dose curve; as a rule, active = well fitted curve in the direction sought with a large enough effect; inconclusive = small, poorly fitted or top-dose-only effect, or another doubt; inactive = no such curve, though single readings can be large; an effect the other way counts as inactive or inconclusive. Potency is the fitted concentration of half-maximal effect.

(1) COc1ccc2c(c1OC)C(=O)OC2CC(=O)c1ccc(O)c(O)c1 (stereo not drawn)
(2) CCCCN(C)CCNC(=O)CCn1nc(-c2ccc(C)cc2)ccc1=O
(3) Cc1[nH]c2ccc(-c3n[nH]c(=S)n3-c3ccc(Br)cc3)cc2c1C
(4) O=C(O)c1cccc(S(=O)(=O)Nc2ccc([N+](=O)[O-])cc2O)c1
(5) CC(C)NC(=O)NC(=O)COc1c(F)c(F)cc(F)c1F
(6) COc1ccc(C)cc1NC(=O)CCCN1C(=O)C(c2ccccc2)Oc2cccnc21 (stereo not drawn)
(7) COCCNC(=S)N/N=C(\C)c1cccc(OC)c1
(8) Fc1ccccc1Cc1noc(CN2CCN(c3ccc(Cl)cn3)CC2)n1
Screen / compound no.	1	2	3	4	5	6	7	8
FLuc counter	-3%	-2%	-7%	1%	1%	2%	0%	4%
uPA generation	.	-1%	5%	6%	-3%	2%	-4%	0%
NPC1 prom act	-3%	1%	2%	2%	-2%	-6%	-2%	1%
ELG1 genotox	1%	-3%	0%	-1%	-2%	-10%	0%	-2%
RORgamma inh	-24%	29%	7.9µM*	0%	11%	21%	4µM*	45%
Rab9 prom act	-3%	2%	10%	-3%	2%	-3%	-2%	-1%
MBNL1-CUG inh	?	8%	6%	26%	-2%	4%	-6%	-12%
BRCA1 expr act	1%	-30%	12%	3%	3%	-4%	-19%	-12%
p53 reactivator	-1%	0%	-1%	4%	4%	-4%	-1%	-2%
Gal4-VP16 FLuc	0%	1%	-8%	-5%	3%	-6%	?	19%

(9) NC(=O)c1nsc(C(=O)N(c2ccccc2)C(C(=O)NC2CCCC2)c2ccc3ncccc3c2)c1N (stereo not drawn)
(10) NC(=O)C1CCCc2c1n(Cc1ccccc1)c1ccccc21 (stereo not drawn)
(11) CCOc1cccc(-c2nnc(SCC(=O)NC3CC3)n2C)c1
(12) CCn1ncc(CN2CCN(C(=O)Nc3ccccc3C(=O)OC)CC2)c1C
(13) COc1cc([N+](=O)[O-])ccc1N
(14) Cn1c(SCC(=O)c2ccc(O)cc2O)nnc1-c1ccccc1
(15) COc1cc(/C=N/NC(=O)CSc2ccccn2)ccc1O
(16) C=CCNc1ccc(N2C(=O)CCCC2=O)cc1[N+](=O)[O-]
Screen / compound no.	9	10	11	12	13	14	15	16
FLuc counter	0%	1%	0%	0%	-1%	-3%	?	2%
uPA generation	9%	0%	-2%	-4%	8%	2%	11%	7%
NPC1 prom act	2%	-2%	-1%	1%	-2%	-1%	-5%	-5%
ELG1 genotox	-16%	-1%	1%	-5%	7%	8%	3%	-1%
RORgamma inh	3%	1%	-31%	?	?	-34%	-9%	-18%
Rab9 prom act	-4%	0%	3%	-2%	-3%	-1%	15%	-5%[1.84 µM]
MBNL1-CUG inh	6%	-5%	?	-12%	?	1%	3%	?
BRCA1 expr act	-23%	-23%	14%	-30%	-15%	32%	-10%	-1%
p53 reactivator	-9%	2%	-6%	4%	7%	9%	-1%	10%
Gal4-VP16 FLuc	-8%	0%	-1%	-3%	2%	-2%	1%	-6%

(17) Cc1cccc(Nc2nc(N)nc(CN3CCC(C)CC3)n2)c1C
(18) CCCCNC(=O)c1c(N)n(/N=C/c2ccccn2)c2nc3ccccc3nc12
(19) COc1ccc(Nc2nc(=O)c3cc([N+](=O)[O-])ccc3s2)cc1
(20) CCc1ccccc1NC(=O)NNC(=O)c1ccc2ccccc2c1O
(21) COc1cccc(-n2nnnc2SCC(=O)NCCc2ccc(OC)c(OC)c2)c1
(22) COc1ccc2c(c1)[C@H]1[C@H](CO2)[C@H](c2ccccc2)[C@]2(C)C(=O)N(CC3CCCO3)CC(=O)N12 (stereo partly drawn)
(23) Cc1noc(NS(=O)(=O)c2ccc(NC(=O)c3ccccc3NS(=O)(=O)c3ccc(F)cc3)cc2)c1C
(24) CCn1c(SCc2ccc(C)cc2)nnc1-c1cnccn1
Screen / compound no.	17	18	19	20	21	22	23	24
FLuc counter	-29%	-10%	-3%	9%	1%	8%	.	-13%
uPA generation	12%	.	4%	0%	-1%	4%	2%	-1%
NPC1 prom act	0%	-2%	0%	-1%	0%	2%	.	0%
ELG1 genotox	1%	1%	-5%	-1%	-4%	-1%	-3%	8%
RORgamma inh	30%	-18%	0%	-12%	1%	.	.	26%
Rab9 prom act	1%	-1%	6%	3%	-11%	-9%	.	0%
MBNL1-CUG inh	-22%	4%	3%	11%	-2%	.	.	2%
BRCA1 expr act	-3%	.	-54%	5%	34%	29%	-8%	32%
p53 reactivator	6%	13%	-3%	-5%	3%	6%	-2%	7%
Gal4-VP16 FLuc	2%	-1%	7%	-10%	-1%	.	.	26%

(25) Cc1nnc(SCC(=O)N(CC(C)C)C2CCS(=O)(=O)C2)n1N (stereo not drawn)
(26) O=[N+]([O-])c1cccc(/C=N/N2CCN(Cc3ccccc3)CC2)c1
(27) COC(=O)c1ccc(Nc2ccc3nonc3c2[N+](=O)[O-])cc1
(28) COc1ccc(N(CC(=O)N/N=C/c2cccs2)S(=O)(=O)c2ccccc2)cc1
(29) Cn1cc(S(=O)(=O)Cc2ccc(F)cc2)c2ccccc21
(30) O=C(CNC(=O)c1ccccc1Cl)c1ccccc1
(31) CCc1nnc(NC(=O)C(=O)NCCOC(=O)c2ccccc2Cl)s1
(32) CCCCNS(=O)(=O)c1ccc2nc(SCC(N)=O)[nH]c2c1
Screen / compound no.	25	26	27	28	29	30	31	32
FLuc counter	-2%	?	-1%	-1%	-7%	11µM*	-8%	3%
uPA generation	15%	6%	-2%	11%	-8%	-7%	0%	4%
NPC1 prom act	-2%	30%	-3%	-2%	-3%	2.8µM*	5%	-1%
ELG1 genotox	2%	?	1%	-7%	2%	9.2µM*	-3%	-3%
RORgamma inh	.	20%	-16%[1.91 µM]	-26%	23%	8.9µM*	-7%	18%
Rab9 prom act	-2%	?	1%	5%	-2%	0.4µM*	-2%	1%
MBNL1-CUG inh	.	?	19%	6%	10%	-7%	-6%	-1%
BRCA1 expr act	9%	13µM*	9%	-40%	-4%	?	-2%	0%
p53 reactivator	20%	26%	9%	-4%	-3%	9%	0%	-1%
Gal4-VP16 FLuc	.	5%	-4%	29%	6%	-25%	-7%	-3%

(33) O=C(CC1Sc2ccccc2NC1=O)NCc1ccc(Cl)cc1 (stereo not drawn)
(34) COc1ccc2nc(NC3=NCN(CC4CCCO4)CN3)nc(C)c2c1 (stereo not drawn)
(35) NC(=O)C1CCN(C(=O)c2ccc3c(=O)n(Cc4ccco4)c(SCC(=O)c4ccc(F)cc4)nc3c2)CC1
(36) O=C(NCC(c1cccs1)N1CCOCC1)C1CCN(S(=O)(=O)c2c(Cl)cccc2Cl)CC1 (stereo not drawn)
(37) O=C1Nc2ccccc2Oc2cc([N+](=O)[O-])cc(Oc3ccccc3)c21
(38) CCn1cnnc1SCC(=O)Nc1ccccc1C(=O)NC1CC1
(39) Cc1ccc(CNS(=O)(=O)c2ccc(CN3C(=O)c4cccnc4C3=O)s2)o1
Screen / compound no.	33	34	35	36	37	38	39
FLuc counter	4%	0%	?	1%	-16%	.	3%
uPA generation	-3%	.	.	-11%	-6%	2%	4%
NPC1 prom act	0%	1%	-2%	-1%	-1%	.	-1%
ELG1 genotox	12%	-8%	8%	-19%	1%	0%	4%
RORgamma inh	2%	-13%	13%	.	?	.	-1%
Rab9 prom act	-3%	-6%	-4%	0%	-1%	.	-3%
MBNL1-CUG inh	.	-12%	-8%	.	18%	.	?
BRCA1 expr act	-43%	.	.	-22%	-75%	-1%	-1%
p53 reactivator	-3%	-5%	3%	-1%	10%	-13%	0%
Gal4-VP16 FLuc	1%	-14%	3%	.	-17%	.	3%

Arranged by molecular weight (high to low): 7 of the compounds above.
(21) COc1cccc(-n2nnnc2SCC(=O)NCCc2ccc(OC)c(OC)c2)c1
(31) CCc1nnc(NC(=O)C(=O)NCCOC(=O)c2ccccc2Cl)s1
(2) CCCCN(C)CCNC(=O)CCn1nc(-c2ccc(C)cc2)ccc1=O
(38) CCn1cnnc1SCC(=O)Nc1ccccc1C(=O)NC1CC1
(14) Cn1c(SCC(=O)c2ccc(O)cc2O)nnc1-c1ccccc1
(17) Cc1cccc(Nc2nc(N)nc(CN3CCC(C)CC3)n2)c1C
(7) COCCNC(=S)N/N=C(\C)c1cccc(OC)c1
Screen / compound no.	21	31	2	38	14	17	7
FLuc counter	1%	-8%	-2%	.	-3%	-29%	0%
uPA generation	-1%	0%	-1%	2%	2%	12%	-4%
NPC1 prom act	0%	5%	1%	.	-1%	0%	-2%
ELG1 genotox	-4%	-3%	-3%	0%	8%	1%	0%
RORgamma inh	1%	-7%	29%	.	-34%	30%	4µM*
Rab9 prom act	-11%	-2%	2%	.	-1%	1%	-2%
MBNL1-CUG inh	-2%	-6%	8%	.	1%	-22%	-6%
BRCA1 expr act	34%	-2%	-30%	-1%	32%	-3%	-19%
p53 reactivator	3%	0%	0%	-13%	9%	6%	-1%
Gal4-VP16 FLuc	-1%	-7%	1%	.	-2%	2%	?
